FXIIa inh 1536 – inhibitors of human coagulation factor XIIa; purified FXIIa, Boc-QGR-AMC fluorogenic substrate, 2 h; inhibition, % at 5 µM; 220,000 tested, 0.3% active; AID 800; in the data active = inhibition above about 40%;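 note: 0% = enzyme with no compound and 100% = blank without enzyme; many of its hits are not listed in these tables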
Target sequence (P00748 20-372 limits assumed): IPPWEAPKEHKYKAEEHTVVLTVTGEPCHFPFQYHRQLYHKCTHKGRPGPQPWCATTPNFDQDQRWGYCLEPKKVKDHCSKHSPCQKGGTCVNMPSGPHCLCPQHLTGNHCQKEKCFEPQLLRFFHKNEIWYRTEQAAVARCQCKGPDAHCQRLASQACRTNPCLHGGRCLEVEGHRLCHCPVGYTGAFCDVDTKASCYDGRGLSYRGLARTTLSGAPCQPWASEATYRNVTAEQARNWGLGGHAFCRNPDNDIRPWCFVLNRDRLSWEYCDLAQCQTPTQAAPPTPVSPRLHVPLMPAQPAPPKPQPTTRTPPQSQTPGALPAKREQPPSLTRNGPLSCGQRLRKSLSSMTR
Target sequence (P00748 373-615 limits assumed): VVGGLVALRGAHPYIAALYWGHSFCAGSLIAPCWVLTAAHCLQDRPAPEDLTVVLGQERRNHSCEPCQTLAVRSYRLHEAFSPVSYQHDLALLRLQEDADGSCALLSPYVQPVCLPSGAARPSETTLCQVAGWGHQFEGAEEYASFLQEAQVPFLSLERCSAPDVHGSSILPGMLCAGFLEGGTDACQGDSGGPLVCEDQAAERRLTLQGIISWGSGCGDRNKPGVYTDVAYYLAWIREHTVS
EP2 antag – EP2 receptor (human) inhibition; inhibition, % at 25 µM; AID 1422; C6 glioma cells expressing human EP2, cAMP TR-FRET; cells stimulated with saturating PGE2; 260,000 tested, 0.52% active; P43116;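 active = percent inhibition above 40 after rounding to a whole number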;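 note: rat C6 glioma host cells with rolipram phosphodiesterase inhibitor present; the protocol text gives 20 µM as final concentration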
Target sequence (P43116 whole entry, looked up): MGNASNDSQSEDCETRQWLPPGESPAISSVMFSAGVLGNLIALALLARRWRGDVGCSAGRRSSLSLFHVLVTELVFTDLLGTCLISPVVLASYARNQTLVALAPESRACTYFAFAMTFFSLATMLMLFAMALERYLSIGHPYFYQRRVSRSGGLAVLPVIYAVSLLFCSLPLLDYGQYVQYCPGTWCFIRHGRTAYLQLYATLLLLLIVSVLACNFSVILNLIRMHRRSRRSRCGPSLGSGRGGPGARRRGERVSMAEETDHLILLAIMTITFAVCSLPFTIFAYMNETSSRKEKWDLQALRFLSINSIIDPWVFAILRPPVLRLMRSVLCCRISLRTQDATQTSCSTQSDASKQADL
L929 necroptosis – L929 zVAD cell death inhibition | L929 zVAD necroptosis rescue, ATP luminescence, 24 h; with zVAD 60 µM | viability rescue, % at 10 µM | 220,000 tested, 0.38% active | AID 1377;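 active = activation, scaled between plate controls, above about 75%, limit read from the data; inactive = activation under that limit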;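 note: 0% = zVAD with DMSO and 100% = DMSO alone without zVAD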
TNF necrop inh – blocks TNF-alpha induced death of Jurkat FADD-/- cells; Jurkat FADD-/- TNF necroptosis rescue, ATP luminescence, 24 h; 0 = TNF only, 100 = no-TNF cells; activation (protection from cell death), % at 10 µM; 220,000 tested, 0.068% active; AID 463075;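 active = activation, meaning protection from cell death, of at least 50% relative to plate controls; inactive = activation below 50%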;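 note: necroptosis triggered by 40 ng/mL TNF-alpha added together with compound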
PPC-1+TRAIL kill – PPC-1 cancer cell killing with TRAIL present; PPC-1 cells + TRAIL, ATPLite viability luminescence; cell killing (% activity), % at 4 µM; 220,000 tested, 0.41% active; AID 1443;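 active = cell killing above 50% in the first pass at 4 µM, then a duplicate retest at 5 µM averaging 50% or more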;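 note: plate controls were cells with TRAIL plus DMSO for no effect and medium-only wells lacking cells for full effect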
FXIa inh 1536 – inhibitors of human coagulation factor XIa; P03951; purified FXIa, Boc-Glu-Ala-Arg-AMC fluorogenic substrate; 220,000 tested, 0.14% active; inhibition, % at 5 µM;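 active = inhibition of at least 40%; inactive = inhibition below 40%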;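 note: fluorescence of freed AMC excited at 355 nm; 0% = enzyme without compound and 100% = no enzyme blank; many of its hits are not listed in these tables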
TbHK1 inh – blocks Trypanosoma brucei hexokinase 1 activity; 220,000 tested, 0.11% active; inhibition, % at 10 µM; recombinant TbHK1, G6PDH-coupled NADH A340;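 active = inhibition of 50% or more in the single-dose primary screen; inactive = inhibition below 50%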
CHOP inhibitor – CHOP inhibition in unfolded protein response. CHO-K1 CHOP-promoter luciferase, tunicamycin-induced, 15-18 h. inhibition, % at 10 µM. 220,000 tested, 3.8% active. AID 2732;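 active = compounds that reduced the stress-induced luciferase reporter signal by more than about 70% of percent inhibition, limit read from the data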;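 note: 0% = tunicamycin plus vehicle and 100% = wells without tunicamycin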
Wee1 degr inh – human Wee1 degradation inhibition, primary screen. P30291. HeLa Luc-Wee1K328M stability, luciferase luminescence; 100% = proteasome inhibitor MG132 effect. reporter increase, % at 5 µM. 220,000 tested, 1.2% active;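 active = activation above the mean of all tested compounds plus 3 SD, set per screening run, cut at about 8.8% in these data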;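 note: cells exposed to compound for 20 h before luminescence read; 0% = DMSO alone and 100% = MG132 at 30 µM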
* marks the source's active call; other numbers are inactive results; . = not tested or not shown; & = joins results of further samples; [ ] = dose if it differs, or a comment.

SMILES	FXIIa inh 1536	EP2 antag	L929 necroptosis	TNF necrop inh	PPC-1+TRAIL kill	FXIa inh 1536	TbHK1 inh	CHOP inhibitor	Wee1 degr inh
CC(=O)OCc1c(C(F)(F)F)nn(C)c1SCc1ccc(Cl)cc1	15	6	0.2	0.6	4	-12	7	66	0
CC(C)CC(=O)Nc1nc2c(c(=O)[nH]1)CCCC2	5	18	0.0	1.5	19	33	19	-9	-3
COC(=O)CS(=O)(=O)c1ccc2c(c1)CC(=O)N2	1	8	0.5	0.1	6	0	6	2	5
Cn1nnnc1SCc1ccccc1F	10	15	77*	25	10	-1	-1	31	0
CSCC[C@H](NC(=O)C1CCN(S(=O)(=O)c2ccc(C)cc2)CC1)C(=O)NCc1ccco1	16	13	-0.1	-7.6	15	2	0	43	-2
O=C(CNC(=O)c1ccc(Cl)cc1)Nc1ccc(S(=O)(=O)Nc2ncccn2)cc1	7	8	-0.5	-1.9	1	3	-9	6	-1
Cc1cc2ncn(CC(O)COc3cccc(C(=O)O)c3)c2cc1C (stereo not given)	15	4	1.1	0.9	10	0	-4	-16	0
N#C/C(=C(/O)CCl)c1nnc2n1CCCCC2	11	1	-0.8	-0.6	-8	6	10	18	-2
CN=C1c2cc3cc(OC)ccc3n2CCN1Cc1ccccc1	18	.	-0.2	-5.5	0	-5	-19	24	2
CN1CCCC(CC2Oc3ccccc3Sc3ccccc32)C1 (stereo not given)	7	13	0.9	3.5	31	2	24	-4	1
Cc1ccc(Cn2cccc(NC(=O)c3ccco3)c2=O)cc1	7	20	-0.4	-0.7	23	-4	-13	12	3
COc1ccc(OC)c(/C=N/N=C2\SCC(=O)N2Cc2ccco2)c1	8	7	.	0.9	-15	1	-6	21	3
CC(c1ccco1)N(C(=O)c1ccc(S(=O)(=O)N2CCCCC2)cc1)c1ccccn1 (stereo not given)	5	7	-0.9	-0.2	32	-1	0	-11	-1
CC(=O)Nc1ccc(OS(=O)(=O)c2ccc([N+](=O)[O-])cc2)cc1	7	7	4.6	0.8	6	-2	-2	-8	2
COc1cccc(/C=N/NC(=O)CN(CCc2ccccc2)S(=O)(=O)c2ccc(NC(C)=O)cc2)c1	11	15	-0.4	3.3	-3	15	7	7	0
O=C(CSc1nc2cccnc2n1Cc1ccccc1)NCc1ccco1	3	15	1.4	-1.3	21	2	0	33	1
Cc1ccc(-c2nc(C3CCCN(S(=O)(=O)c4ccc(C)cc4)C3)no2)cc1 (stereo not given)	2	12	4.4	1.1	6	-6	9	34	0
CC(=O)c1ccc(N2CCN(C(=O)Nc3ccc(Cl)cc3)CC2)cc1	8	11	2.2	0.1	1	0	-13	-13	-1
O=c1[nH]c(-c2ccc(Cl)cc2)nc2c1cnn2-c1ccccc1	9	11	0.4	0.5	8	8	4	35	-1
CCOC(=O)CN/C=C(\C#N)c1ccccc1	-5	5	0.6	1.6	4	-8	-6	18	-2
C/C=C(/C)C(=O)Nc1cccc(C2=NOC3(C2)C[C@@H](C(N)=O)N(C(=O)CCCCC)C3)c1 (stereo not given in full)	5	15	0.3	2.6	14	-2	-4	-3	.
CC(C(=O)Nc1ccccc1-c1ccccc1)N1CCOCC1 (stereo not given)	6	5&12	0.0	-1.3	14	6	-10	4	-2
Cn1c(SCC(=O)N2CCCc3ccccc32)nnc1-c1cccs1	27	12	0.0	-3.0	16	17	-5	12	-2
Cc1ccc(S(=O)(=O)N2CCCOC2CNC(=O)C(=O)NCc2ccncc2)cc1 (stereo not given)	6	11	2.1	1.3	-5	3	-2	17	-1
O=C(NCc1ccco1)c1ccc(Cn2c(=O)c3ccccc3n(Cc3ccc(Cl)cc3)c2=O)cc1	8	13	1.5	-0.8	27	1	25	23	-1
Cc1ccc(C(=O)NCCCC(=O)O)o1	22	11	0.8	0.7	-17	3	3	6	-1
COc1ccc(C2C=C(c3ccc(Br)cc3)Nc3nc(NS(C)(=O)=O)nn32)cc1 (stereo not given)	-5	.	0.2	-3.0	18	-3	-4	-5	5
CCc1ccc(S(=O)(=O)N2CC(=O)Nc3ccccc32)cc1	1	-2	0.6	0.0	34	-9	-3	10	-3
CCN(CC)CCNC(=O)c1cc2ccccc2nc1Cl	6	5	2.3	1.0	-9	4	3	6	1
COC(=O)NCC12CC3CC(C1)CC(CNC(=O)OC)(C3)C2	7	8	1.7	1.0	4	-12	0	-10	-2
CC(=O)c1ccc(NC(=O)Cn2nc(C)c([N+](=O)[O-])c2C)cc1	-3	7	13	2.4	23	-7	-2	-2	-1
CCN(Cc1ccncc1)Cc1c(O)ccc2cc(Br)ccc12	2	6	0.6	-2.6	22	1	4	-4	-3
O=C(NCc1ccccc1)c1cnsn1	2	6	0.7	11	17	-4	2	4	-2
CN1C(=O)/C(=C/c2cc3c(cc2Br)OCO3)NC1=S	7	7	0.5	-2.3	20	8	-4	24	-2
COc1ccc(C2NN=C(c3ccc(C)cc3)S2)cc1OC (stereo not given)	3	21	1.0	-0.2	31	-4	-14	10	5
CC(=O)Nc1ccc(C(=O)NCCCOC(C)C)cc1	5	3	4.0	0.2	11	0	8	-1	-1

Whole records from above. Order of values: FXIIa inh 1536, EP2 antag, L929 necroptosis, TNF necrop inh, PPC-1+TRAIL kill, FXIa inh 1536, TbHK1 inh, CHOP inhibitor, Wee1 degr inh
CCN(CC)CCNC(=O)c1cc2ccccc2nc1Cl as listed: 6, 5, 2.3, 1.0, -9, 4, 3, 6, 1
O=C(NCc1ccccc1)c1cnsn1 as listed: 2, 6, 0.7, 11, 17, -4, 2, 4, -2
CN1C(=O)/C(=C/c2cc3c(cc2Br)OCO3)NC1=S as listed: 7, 7, 0.5, -2.3, 20, 8, -4, 24, -2

Continued:
SMILES	FXIIa inh 1536	EP2 antag	L929 necroptosis	TNF necrop inh	PPC-1+TRAIL kill	FXIa inh 1536	TbHK1 inh	CHOP inhibitor	Wee1 degr inh
COc1ccc(CC(=O)Nc2nc(-c3cc(OC)ccc3OC)cs2)cc1	2	0	0.9	2.4	-8	-20	5	35	5
CCC(=O)NNC(=O)c1c(O)c2ccccc2[nH]c1=O	1	3	1.0	0.6	4	-2	-2	22	1
Cc1cc(C)c2nc(N3CCC(C(=O)NCc4cccnc4)CC3)sc2c1	10	5	0.0	0.5	-1	0	6	16	1
Cc1cc(-c2nnc(CCC(=O)N(C)C(C)c3cccs3)o2)no1 (stereo not given)	30	8	0.8	1.6	9	31	3	-16	-1
N#C/C(=C/c1ccc([N+](=O)[O-])cc1)C(=O)Nc1ccccc1O	2	18	0.2	-0.5	17	0	-9	-13	0
Cc1ccc(S(=O)(=O)N2CCC(=O)N(CCOCc3cccc(C)c3)CC2)cc1	0	8	-0.6	0.6	8	-7	0	8	-2
CN1C(=O)c2ccc(C(=O)Nc3nccs3)cc2C1=O	3	5	-0.6	0.5	10	2	-11	29	-2
NC(=O)CN1CCOCCOCCN(CC(N)=O)CCOCCOCC1	16	7	-0.5	-0.6	22	7	3	23	-1
CCc1oc(C(=O)O)cc1COC	-9	11&8	0.8	0.2	-6	-6	3	5	0
Cc1occc1C(=O)NNC(=O)Nc1ccc(Cl)c(Cl)c1	11	1	2.2	3.0	17	8	1	25	4
O=C(CCC1CCCCC1)NCCN1C2=NC[C@H](Cc3ccc(O)cc3)N2C[C@H]1Cc1ccc(O)cc1	1	12	0.7	2.1	18	-1	6	8	6
O=C(NCc1ccc(Cl)cc1)c1ccc(-c2ccccc2C(F)(F)F)o1	17	1	3.0	1.0	13	10	3	9	3
O=C(N/N=C/C(Cl)=C/c1ccc([N+](=O)[O-])cc1)C(=O)Nc1ccc(C(=O)O)cc1	17	12	0.3	-8.3	2	9	-69	-11	-1
O=C(Nc1nc(-c2ccco2)cs1)c1ccccc1	-8	6	24	0.4	-1	2	-7	-11	-1
COc1ccc(-c2ccc(SCC(=O)NCc3ccc4c(c3)OCO4)nn2)cc1OC	-2	2	2.9	-0.2	3	1	-1	-15	0
Cc1cc(C)c(NC(=O)Cn2cc3c(n2)CCCC3)c(C)c1	0	7	0.3	2.2	11	-5	3	31	0
Cc1ccc(SC(C)C(=O)Nc2c(C)n(C)n(-c3ccccc3)c2=O)cc1 (stereo not given)	16	12	-0.4	1.5	1	5	2	54	3
CCOCc1cnc(C)nc1NCC(=O)c1c(C)[nH]c2ccccc12	28	10	-0.2	-0.4	-11	31	-1	-10	-1
CC(=O)OC(C)(C)C#CCN1CCCC1	-10	-6	0.7	1.0	18	1	1	14	0
COc1cc2cc(CN(Cc3cccnc3)C(=O)Nc3ccccc3F)c(=O)[nH]c2cc1OC	8	14&9	2.7	-0.1	8	0	-25	-11	-1
CCc1ccc2c(c1)cc(CN(C(=S)Nc1ccccc1Cl)C1CC1)c1nnnn12	20	13	-0.2	-4.8	14	2	-7	-29	0
O=C(c1ccco1)N1CCN(C(=O)N2CCCCC2)CC1	-1	2	1.0	0.6	9	-8	0	-5	-3
COc1ccccc1OCC(=O)n1cc(C(=O)c2cc(Cl)cc(Cl)c2O)cn1	2	9	-0.5	0.5	-3	1	2	17	1
CCCCn1c(-c2nn(C)c(C)c2Cl)n[nH]c1=S	7	7	0.1	-0.6	16	-6	5	-31	-2
COc1ccc(C(=O)CSc2ccc(-c3ccc(C)cc3)nn2)cc1	9	5	-0.1	1.3	36	2	-3	2	5
COc1ccc(NC(=O)CN2C(=O)c3cccc4cccc2c34)cc1OC	3	4	-0.4	-0.5	32	-3	-10	24	2
O=C(Cn1cnc2c(nnn2-c2ccccc2)c1=O)N1CCC(Cc2ccccc2)CC1	9	12	1.1	-0.5	1	1	9	29	1
CCC1CCCCN1C(=S)NCc1ccccc1 (stereo not given)	1	9	0.6	0.8	12	-3	4	-11	2
O=C(Nc1nc2ccc(F)cc2s1)c1cccs1	-3	5	1.3	-4.1	17	2	0	17	2
O=C(NCc1ccco1)/C(=C/c1ccco1)NC(=O)c1ccco1	11	2	-0.1	0.2	26	3	-16	14	0
COc1ccc(C(=O)NCCc2cn3ccccc3n2)cc1	5	8	-0.2	2.2	28	1	-10	10	-4
Cn1c(=O)c2c(ncn2CC(N)=O)n(C)c1=O	16	9	1.0	0.4	11	7	23	31	0
O=C(Nc1ccc(-c2nnc3n2CCCCC3)cc1)c1cnccn1	15	.	0.0	0.7	-6	4	-5	11	1
CC(C)(C)C1CCC(C(=O)OCC(=O)N2CCOCC2)CC1 (stereo not given)	9	4	-0.6	-0.5	8	-1	-1	14	2
CCCCNC(=O)N(O)C1N(CCCC)C(=O)N(CC(=O)OC)C1(C)C (stereo not given)	1	5	0.1	-1.9	2	3	3	-13	0
Cc1cc2cc(NC(=O)c3ccco3)ccc2[nH]1	10	3	0.0	-0.6	32	2	-8	11	2
CC(NC(=O)c1ccc(C(F)(F)F)cc1)C(c1ccccc1)N1CCOCC1 (stereo not given)	4	2	0.8	0.0	22	-4	-2	15	-1
Cc1ccc(NC(=O)C(C)NS(=O)(=O)c2ccc(F)cc2)cc1C (stereo not given)	7	5	-0.9	-0.2	14	-1	-4	0	2
Cc1ccc(C(c2nnnn2CS(=O)(=O)c2ccc(C)cc2)N2CCC(C(N)=O)CC2)cc1 (stereo not given)	10	15	-0.5	-1.1	9	0	1	34	-1
Cc1cc(NCCCn2ccnc2)n2ncc(-c3ccccc3)c2n1	5	10	68	-8.0	67*[5 µM]	12	-15	35	-3

High-throughput results deposited in PubChem by several laboratories.

These rows are one share of the data. The share of hits here may be higher or lower than overall.
